ERK EGF inh = inhibitors of EGF-stimulated ERK signaling pathway. Potency, µM (doses to about 11.5 µM), for the others: at the highest dose activity change, negative = inhibition, hits mostly inhibitors. 130,000 compounds, 0.41% hits. HEK293-V1b, EGF-stimulated phospho-ERK AlphaScreen; active = well fitted inhibition curve with a large enough effect; inconclusive = small, poorly fitted or top-dose-only effect, or effect the other way;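 note: plate controls were stimulated vehicle wells for no effect and unstimulated vehicle basal for full effect; nearly all actives have a fitted effect of over 55% in size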
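Concentration-response of compounds against EGF-driven ERK phosphorylation in V1b-expressing HEK293 cells; 30 min preincubation, 5 min EGF, AlphaScreen detection; Normalized to DMSO basal and 25 nM EGF.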
Numbers without * were called inactive; ? = inconclusive; & = joins results of further samples; [ ] = remark or other dose. Potency is the fitted concentration of half-maximal effect. An excerpt (hit frequency here may not be typical).

SMILES	ERK EGF inh
O=C(CCc1nnc(C2CCCCC2)o1)NCc1ccc(F)c(F)c1	-13%[57.5 µM]
N#CCCN(Cc1cccnc1)C(=O)c1sc2cc(F)ccc2c1Cl	13%
COC(=O)CN1C(=S)N(C)C(=O)C1CC(=O)Nc1ccccc1 (stereo not drawn)	-2%
CN1C(C(=O)NCc2cccc(C(F)(F)F)c2)CC2Cn3c(nc4cc5ccccc5cc43)C21 (stereo not drawn)	6%[57.5 µM]
c1nc(NC2CCNCC2)c2cc(-c3ccc4c(c3)OCO4)ccc2n1	23%
COc1cccc(-c2csc(N3CCN(C(=S)Nc4ccccc4C)CC3)n2)c1	-15%
O=C(Nc1ccc2[nH]ccc2c1)c1ccc(F)cc1	0%[57.5 µM]
CC(C)(C)NCc1cc(Br)ccc1OC1CCCC1	-2%
CCOC(=O)N1CCN(C(=O)CSc2ccc(-c3cccc(OC)c3)nn2)CC1	-8%
Cc1nc(-c2ccccn2)sc1C(=O)O	7%
Cc1cc(C(=O)NCc2ccc(S(N)(=O)=O)cc2)ccc1[N+](=O)[O-]	-1%
Cc1ccc(NC(=O)O/N=C/c2cccc([N+](=O)[O-])c2)cc1	-5%
O=C(NN1CCOCC1)c1cccc(COc2cccc(Br)c2)c1	-9%
COc1ccccc1N1CCN(C(=O)CCCn2nc(C)c([N+](=O)[O-])c2C)CC1	1%
Cc1ccc(S(=O)(=O)NC(=O)Nc2nc(-c3ccc(F)c(F)c3)cs2)cc1	9%[57.5 µM]
COCC(=O)Nc1ccc(Br)c(C)c1	-11%
CN(CC(=O)Nc1ccc(Cl)cc1)CC(=O)Nc1ccc(C(N)=O)cc1	0%
COC(=O)c1cc(COC(=O)c2nc3nccc(C)n3n2)oc1C	8%
C=CCn1c(SC)nnc1-c1ccc2ncccc2c1	13%[57.5 µM]
CC(C)N(Cc1cn(C)nc1-c1cccc(Cl)c1)Cc1nccn1C	2%[57.5 µM]
Cc1ccccc1C(=O)NC(NC(=S)Nc1ccc(S(N)(=O)=O)cc1)C(Cl)(Cl)Cl (stereo not drawn)	3%
CC(=O)N/C(=C\c1ccc(Cl)cc1)C(=O)O	3%[57.5 µM]
CCN1C(=O)C(CC(=O)Nc2ccc(OC)cc2)N(CCN2CCOCC2)C1=S (stereo not drawn)	-2%[57.5 µM]
CCOc1cc(C(=O)CCC(=O)OCC(=O)Nc2ccc(C)c(S(=O)(=O)N(C)C)c2)ccc1O	6%
COc1ccc(OCC(O)CNC(=O)c2ccccc2C(=O)O)cc1 (stereo not drawn)	-1%
Cc1ccccc1-c1ccc(C(=O)Nc2cccc(F)c2)o1	?
CC(=O)N/C(=C\c1ccccc1)C(=O)OCC(=O)N(C)C1CCCCC1	5%
Cc1cccc(C(=O)NNC2=CC(=O)CC(C)(C)C2)c1O	-2%[57.5 µM]
CC1(C(=O)NCCCN2CCOCC2)Oc2cccnc2NC1=O (stereo not drawn)	-14%
Cc1ccc2nc(N/C(=N/S(=O)(=O)c3ccc(F)cc3)c3ccccc3)sc2c1	-4%
O=C(O)CCCN1C(=O)/C(=C/c2cn(-c3ccccc3)nc2-c2cccs2)SC1=S	-22%
COc1cc2c(cc1OC)CN(C(=O)c1ccco1)CC2	1%
CCc1ccc(S(=O)(=O)c2ccc(-n3nc(C)cc3N)cc2)cc1	-2%
COc1ccc(NS(=O)(=O)c2ccc(N3CCCC3)c(NC(=S)Nc3ccc(SC(F)F)cc3)c2)cc1	12%
COc1ccc(C(C)=O)cc1COc1ccc([N+](=O)[O-])c(C)c1	9%
C=CCn1c(SCC(C)=O)nnc1-c1cc(-c2ccccc2)sc1N	-6%
Cc1ccc(C)c(OCC(=O)Nc2nc3ccc([N+](=O)[O-])cc3s2)c1	-1%
COc1nccnc1NS(=O)(=O)c1ccc(NC(=O)c2cccc(C)c2)cc1	1%
CCCCCCNS(=O)(=O)c1ccccc1Br	-6%[57.5 µM]
O=C(Cc1cccs1)N1CCN(S(=O)(=O)c2ccc(Br)cc2)CC1	-4%
O=C(CSc1nc2ccc(NC(=O)C3CCCCC3)cc2s1)NCC1CCCO1 (stereo not drawn)	16%
Cc1ccc2nc(Cl)nc(-c3ccccc3)c2c1	7%
COc1ccc(CNC(=O)COC(=O)c2ccc(Br)cc2)cc1	0%
CCCN(CC(=O)Nc1ccc(Cl)cc1Cl)C(=O)/C=C/c1ccco1	4%
Cc1nn(CC(=O)N2CC(=O)Nc3ccccc32)c(C)c1[N+](=O)[O-]	-7%
CN(c1ccc(O)cc1)c1nc(-c2cccs2)cs1	-4%
O=C(Nc1ccc(Cl)c(C(F)(F)F)c1)N1CCCC(O)C1 (stereo not drawn)	0%
O=C(c1cc([N+](=O)[O-])ccc1N1CCCCC1)N1CCc2ccccc21	-1%
Cc1ccc(C2=Nc3ccccc3N=C(C(Cl)Cl)C2)cc1	-4%
CC(=O)c1cc(C#N)c(SCc2ccc([N+](=O)[O-])cc2)nc1C	5%
CC(C)NC(=O)NC(=O)COC(=O)c1ccccc1O	0%
COc1cc(O)c(C(CC(=O)N2CCCCC2)c2ccc(N(C)C)cc2)c(OC)c1 (stereo not drawn)	-10%[57.5 µM]
Cc1ccccc1Cn1nc(C)c(NC(=O)c2ccccc2)c1C	1%
CCOC(=O)N1CCN(c2c(N3CCN(c4ccccc4F)CC3)c(=O)c2=O)CC1	-1%[57.5 µM]
C=CCn1c(SCCCC)nc(O)cc1=O	1%[57.5 µM]
C=C(C)C(=O)Nc1cccc(C2=NOC3(C2)C[C@H](C(N)=O)N(C(=O)/C=C/C)C3)c1 (stereo partly drawn)	-11%[57.5 µM]
CN(CCc1ccccn1)C(=O)CCC1CCCN(C(=O)c2ccsc2)C1 (stereo not drawn)	-18%
COc1ccc(S(=O)(=O)N2CCCCC2)cc1NC(=O)CSc1ncnc2ccccc12	3%
CCOc1ccccc1N(CC(=O)N/N=C(\C)c1cccc(Br)c1)S(C)(=O)=O	-7%
CC(C)OC(=O)c1c2c(n3ccccc13)C(=O)c1ccccc1C2=O	?

4 of the compounds above, field by field:
COc1cc2c(cc1OC)CN(C(=O)c1ccco1)CC2
  ERK EGF inh: 1%
CCc1ccc(S(=O)(=O)c2ccc(-n3nc(C)cc3N)cc2)cc1
  ERK EGF inh: -2%
COc1ccc(NS(=O)(=O)c2ccc(N3CCCC3)c(NC(=S)Nc3ccc(SC(F)F)cc3)c2)cc1
  ERK EGF inh: 12%
COc1ccc(C(C)=O)cc1COc1ccc([N+](=O)[O-])c(C)c1
  ERK EGF inh: 9%

More compounds follow:
SMILES	ERK EGF inh
C[N+](C)(C)CCCCCNCC12CC3CC(CC(C3)C1)C2	-11%
c1ccc(-c2nc(-c3ccccn3)nc(-c3ccccn3)n2)nc1	-17%[57.5 µM]
CC(C)c1ncc(C(O)c2ccccc2)n1C (stereo not drawn)	2%[57.5 µM]
O=C(CN1C(=O)C2C3C=CC(C4CC34)C2C1=O)OCC(=O)c1ccccc1 (stereo not drawn)	5%
Cc1ccccc1C(=O)Oc1ccccc1N1C(=O)C2CC=CCC2C1=O (stereo not drawn)	-2%
C[C@H]1C[C@]2(O[C@@H]2C)C(=O)O[C@@H]2CCN(C)C/C=C(/COC(=O)[C@]1(C)O)C2=O	2%
O=c1c2c([N+](=O)[O-])cc([N+](=O)[O-])cc2sn1-c1ccc(Br)cc1	1%
S=c1[nH]nc(Cn2c(-c3ccccn3)nc3ccccc32)n1-c1ccc2c(c1)OCCO2	0%[57.5 µM]
CN1CCN(c2ccc(S(=O)(=O)N3CCCCC3)cc2[N+](=O)[O-])CC1	1%
COc1cc(C(=O)Nc2ccc(N(C)C)cc2)c([N+](=O)[O-])cc1OC	-9%[57.5 µM]
Cc1cc2nc(-c3ccc(SCC(=O)Nc4ccc(S(=O)(=O)NC5CC5)cc4)nc3)[nH]c2cc1C	0%
COc1ccc(C(=O)Nc2ccc3cn[nH]c3c2)c(OC)c1	3%
CCOC(=O)c1c(NC(=O)C2CC(Cl)=CCC2C(=O)O)sc2c1CC(C)(C)OC2 (stereo not drawn)	12%
O=[N+]([O-])c1ccc(S(=O)(=O)Nc2nc3ccccc3nc2Nc2ccccc2)cc1	?
CC(C)(CSc1ccccn1)NS(=O)(=O)c1ccccc1	-7%
CCN(CC)S(=O)(=O)c1cccc(C(=O)Nc2ccc3c(c2)OCO3)c1	9%
Cc1ccc2oc(=O)n(CC(=O)N3CCOCC3)c2c1	-5%[57.5 µM]
COc1cc2c(cc1NC(=O)COC(=O)c1ccccc1)oc1ccccc12	-7%
Cc1ccc(NS(=O)(=O)c2cccc(C(=O)Nc3cc(C)on3)c2)cc1	-4%
O=C(c1ccccc1-c1ncc[nH]1)N1CCc2c([nH]c3ccccc23)C1c1ccccn1 (stereo not drawn)	-11%
CC(NCc1ccc(S(N)(=O)=O)cc1)C(=O)N1CCc2ccccc21 (stereo not drawn)	-1%[57.5 µM]
O=C1N/C(=N\N=C\c2cccs2)SC1Cc1cccc(Cl)c1 (stereo not drawn)	-7%
Cc1cc(S(=O)(=O)N2CCCC(C(=O)Nc3ccc(C(=O)O)cc3)C2)ccc1Cl (stereo not drawn)	-4%
O=C(Nc1cccc(S(=O)(=O)N2CCCCC2)c1)c1c2c(nc3ccccc13)CCN(Cc1ccccc1)C2	1%

Structural class, those above containing a furan ring, fused or not.
SMILES	ERK EGF inh
COC(=O)c1cc(COC(=O)c2nc3nccc(C)n3n2)oc1C	8%
Cc1ccccc1-c1ccc(C(=O)Nc2cccc(F)c2)o1	?
COc1cc2c(cc1OC)CN(C(=O)c1ccco1)CC2	1%
CCCN(CC(=O)Nc1ccc(Cl)cc1Cl)C(=O)/C=C/c1ccco1	4%
COc1cc2c(cc1NC(=O)COC(=O)c1ccccc1)oc1ccccc12	-7%

Rewritten bar-delimited: entries from further up.
SMILES | ERK EGF inh
CC(C)(CSc1ccccn1)NS(=O)(=O)c1ccccc1 | -7%
CCN(CC)S(=O)(=O)c1cccc(C(=O)Nc2ccc3c(c2)OCO3)c1 | 9%
Cc1ccc2oc(=O)n(CC(=O)N3CCOCC3)c2c1 | -5%[57.5 µM]

(next part)
SMILES	ERK EGF inh
Cc1nc2cc(C(=O)N3CCc4ccccc43)ccc2n1-c1ccc(F)c(F)c1	4%
O=[N+]([O-])c1cnn(-c2nc(-c3ccco3)cc(C(F)(F)F)n2)c1	-4%
Nc1ccccc1-c1nnn(CC(=O)N2CCCc3ccccc32)n1	-5%
O=C1CN(C(=O)COC(=O)c2cccc(OCc3ccccc3)c2)c2ccccc2N1	-5%
CC(NCCC1(C(C)C)CCOC(C)(C)C1)c1cccs1 (stereo not drawn)	1%[57.5 µM]
COc1cccc2c1OCC(CN1CCN(CCC(C)C)C(CCO)C1)=C2 (stereo not drawn)	4%
C=CCN(CC=C)S(=O)(=O)c1ccc(C(=O)Nc2sc3c(c2C(N)=O)CCCCC3)cc1	12%
COc1ccc(Br)cc1S(=O)(=O)Nc1ncccc1C	-5%
CC(C)C1CC(c2ccccc2)(C(CN)CO)CCO1 (stereo not drawn)	7%
CCc1cc2cccc(C)c2nc1SCC(=O)Nc1cc(C)on1	-1%
Cc1cc(C)cc(C(=O)NCC(=O)OCC(=O)N2c3ccccc3NC(=O)C2(C)C)c1	5%
COc1ccc(-n2cc(-c3ccccc3)[n+]3c2CCCCC3)cc1	-5%
O=C(NCc1ccc2c(c1)OCO2)c1ccco1	-3%
O=C(O)c1ccc(N=Cc2nc(-c3ccco3)oc2O)cc1	-3%
COc1cc(/C=N/NS(=O)(=O)c2ccc(C(C)(C)C)cc2)cc([N+](=O)[O-])c1O	5%[57.5 µM]
CCOC(=O)c1c(NC2=NS(=O)(=O)c3ccccc32)sc2c1CCC(C)C2 (stereo not drawn)	1%
CCn1c(C(C)NC(=O)c2ccc(Cl)cc2)n[nH]c1=S (stereo not drawn)	-1%
O=C(C1=C[C@@H](C2CCCCC2)C[C@@H](OCc2ccc(CO)cc2)O1)N1CCN(Cc2ccc3c(c2)OCO3)CC1	-7%[57.5 µM]
CCOc1ccc(N(C)S(=O)(=O)c2ccc3[nH]cc(C(=O)NCCOC)c(=O)c3c2)cc1	-5%
CC(C)CSC1=NSC2=NC(=O)/C(=C\c3cccs3)C(=N)N12	-4%
Cc1ccc(C(=O)N2CCC3(CC2)Oc2ccc(Cl)cc2C(=O)C32CC(c3ccc(Cl)cc3)=NO2)s1 (stereo not drawn)	-10%[57.5 µM]
Cc1ccc(O)c(NC(=O)C2CCCCC2)c1	-6%[57.5 µM]
O=C(Oc1c(Br)cc([N+](=O)[O-])cc1Br)c1cccnc1	-1%
O=C(Nc1cccnc1)c1cccnc1Cl	2%
O=C(N/N=C/c1ccc(O)cc1)Nc1cccc2nsnc12	6%
Cc1ccc2nc3n(c(=O)c2c1)CCCCC3	-2%
O=C(CCc1ccccc1)c1nnc(-c2ccccc2)o1	-6%
Cc1ccc(-n2nc3ccc(NC(=O)/C=C/c4ccco4)cc3n2)cc1	1%
Cc1cc(C)n2nnnc2n1	-1%[57.5 µM]
O=C(O)C(Cc1c[nH]c2ccccc12)N1C(=O)c2ccccc2C1=O (stereo not drawn)	3%&5%[57.5 µM]
CCS(=O)(=O)n1nc(-c2ccccc2)nc1NCc1ccco1	-6%
CCS(=O)(=O)c1ccc(O)c(NC(=O)Nc2cccc3ccccc23)c1	4%[57.5 µM]
O=C(/C=C/c1ccc([N+](=O)[O-])cc1)NCc1ccco1	-1%
CN(CCO)c1nc(N)c(C#N)c(CC#N)c1C#N	-12%[57.5 µM]
Cn1cnnc1SCC(=O)Nc1ccccc1F	11%
Cn1c(-c2nnn(-c3ccc(F)cc3)n2)cc2ccccc21	-7%[57.5 µM]
CCCCc1nc2ccccc2[nH]1	-6%

Compound activity: PubChem, National Center for Advancing Translational Sciences (NCATS)
